From PubChem BioAssay
PAX8 reporter – lowers PAX8-driven luciferase in RMG-I cells. AID 652154. inhibition, % at 12.6 µM. 1.2% of 360,000 active. RMG-I TPO-luciferase reporter, SteadyGlo, 24 h;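 active = mean replicate inhibition at least 60% with every replicate also reaching 60%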;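 also: luciferase light reporting Pax8 driven TPO promoter activity; plate controls were median of neutral control wells for no effect and mitoxantrone controls for full effect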
ARNT-TACC3 inh – ARNT/TACC3 interaction disruption | Q9Y6A5 | AlphaScreen His-ARNT PAS-B/GST-TACC3 binding, luminescence; TACC3 fragment carries E629A point mutation | inhibition, % at 9.99 µM | 0.66% of 390,000 active | AID 623870;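 active = mean inhibition of replicates at least 50% and at least half of replicates each reaching 50%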;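 also: 0% = complete ARNT plus TACC3 wells and 100% = ARNT alone without TACC3; many hits fall short of the cut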
Cneo AK release – causes C. neoformans cell lysis | adenylate kinase release luminescence, 4 h; normalised: neutral wells 0, clomiphene wells 100 | lysis activity, % at 15 µM | 0.2% of 360,000 active;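 active = mean lysis activity across replicates of at least 80%, whatever share of replicates individually reach that level; inactive = mean lysis activity below 80%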
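Material: C. neoformans cells | Amount: Yeast cell density of 5 × 10^6 cells/mL | Medium: Fresh YPD growth medium | Dosing: Single dose | Times: Static 4 h at 37 °C with compound, 1 h detection | Detection: AK luminescence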
PGC1a acetyl inh – lowers PGC1a acetylation signal in U2OS cells | 0.17% of 350,000 active | inhibition, % at 15.6 µM | AID 651687 | AlphaScreen anti-acetyl-lysine; with virally co-expressed GCN5 acetyltransferase;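 active = every replicate shows inhibition of at least 40%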;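 also: 0% = neutral control wells and 100% = positive control wells; some results beyond the cut were filed as inactive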
GSIS activator – primary screen for activators of insulin secretion dependent on glucose, INS-1E cells, GLuc reporter luminescence; INS-1E GLuc reporter insulin secretion, 2-3 h; activation, % at 16.6 µM; 0.61% of 370,000 active; AID 743287;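 active = lowest replicate activation of at least 40%, so every replicate reaches that level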;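 also: 0% = median of neutral control wells and 100% = median of IBMX positive control wells; some compounds called inactive have numbers as strong as hits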
C2C12 statin – suppression of simvastatin myotoxicity. C2C12 myotubes + simvastatin, ATP luminescence, 48 h; scaled: DMSO 0, geranylgeraniol control 100. rescue of ATP level, % at 7.49 µM. 0.78% of 330,000 active;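 active = mean ATP rescue above about 67%, or every replicate alone reaching that limit, limit read from the data, passing the limit was not always enough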;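 also: myotubes were challenged with 10 µM simvastatin during compound exposure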
LGR2 inh – Drosophila LGR2 receptor signaling inhibition; HEK293 LGR2, CRE-luciferase, bursicon-stimulated, 4 h; inhibition, % at 9.99 µM; 0.35% of 380,000 active;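 active = drop in luminescence signal, shown as inhibition above about 50% in the replicate tests, limit read from the data, passing the limit was not always enough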;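 also: agonist challenge used bursicon conditioned medium at about half maximal strength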
PglD DTNB – blocks C. jejuni PglD acetyltransferase activity; purified PglD enzyme, DTNB colorimetric CoA detection; inhibition, % at 12.5 µM; 0.098% of 360,000 active; in the data active = inhibition above about 16%, passing the limit was not always enough; also: strong numbers were not always called active
Starred values were filed as active, the others as inactive; · = not tested or not shown.

SMILES	PAX8 reporter	ARNT-TACC3 inh	Cneo AK release	PGC1a acetyl inh	GSIS activator	C2C12 statin	LGR2 inh	PglD DTNB
CCN1C(=O)[C@H]2[C@@H](c3ccc(-c4ccc(C(C)=O)cc4)cc3)N3CCCC[C@@]3(C(=O)OC)[C@H]2C1=O	20	-4	0	32	-12	18	7	2
COC(=O)C1=C(Cn2cnc3ccccc32)NC(=O)NC1c1cc(C)ccc1C (stereo not given)	·	1	0	12	·	·	·	-5
C=C1CCC[C@]2(C)C[C@H]3OC(=O)C(CN(C)CC(OC)OC)[C@H]3CC12 (stereo not given in full)	63*	-22	19	·	13	9	-1	-1
COc1cc(C(=O)NNC(=O)c2cccc(Cl)c2)ccc1OCC(=O)N1CCOCC1	2	·	-1	·	8	3	-3	3
CCc1ccc2nc(NC(=O)CSCc3c(C)noc3C)sc2c1	-108	-2	2	-3	-14	-24	·	-1
NCC[C@H]1CC[C@@H](NC(=O)C2CCCC2)[C@@H](CO)O1	8	1	2	3	11	-5	2	-2
O=C1C(C=NCc2ccncc2)=C(O)c2ccccc21	·	14	0	7	·	3	·	6
C[C@H](CO)N1C[C@H](C)[C@H](CN(C)Cc2ccc(F)cc2)Oc2ncc(C#Cc3ccccc3)cc2C1=O	·	·	·	3	0	-19	-9	·
O=C1N/C(=C/c2cccn2-c2ccc(F)cc2)C(=O)N1Cc1ccccc1	·	10	-1	-3	-13	7	-4	-2
CNC(=O)C[C@H]1CC[C@H]2[C@H](COc3ccc(NC(=O)c4ccccc4F)cc3C(=O)N2C)O1	-39	3	2	4	6	0	-2	2
C[C@@H]1CN([C@H](C)CO)C(=O)c2cccc(NC(=O)c3cnccn3)c2O[C@@H]1CN(C)Cc1ccc(C(=O)O)cc1	·	-4	59	-3	-7	·	-14	-38
O=C(NCC1CCCO1)c1ccc2c3n(nc2c1)-c1ccccc1CO3 (stereo not given)	-171	4	-6	·	1	4	-73	-2
O=c1c(Cc2ccc(F)cc2)c(O)ccn1CCc1cnc[nH]1	3	-1	·	1	12	·	-21	·
Cc1ccc([C@H]2N[C@]3(CCCN(Cc4ccc(Br)cc4)C3=O)[C@H]3C(=O)N(Cc4ccccc4)C(=O)[C@@H]23)cc1	-6	·	0	10	-14	16	-3	-1
Cc1c(OCC(=O)NCC2CCC(C(=O)O)CC2)ccc2c3c(c(=O)oc12)CCC3 (stereo not given)	·	11	1	3	0	17	-5	4
O=C(Nc1ccc(S(=O)(=O)N2CCCCC2)cc1)C1CCN(C(=O)c2ccc(F)cc2)CC1	37	1	·	·	-33	·	8	·
C=C(C)COc1ccc(-c2nc(N)ncc2-c2ccc(Cl)cc2)c(O)c1	2	12	2	-29	24	11	-7	1
C[C@@H]1CN([C@H](C)CO)C(=O)Cc2cc(NC(=O)Nc3ccc(F)cc3)ccc2O[C@@H]1CN(C)Cc1ccc(C(=O)O)cc1	-9	-4	-2	5	1	26	-2	-1
CCOC(=O)C1(C)CCCN(C(=O)c2cccc(C(F)(F)F)c2)C1 (stereo not given)	-16	·	1	·	-10	9	2	3
C[C@H]1CN([C@@H](C)CO)C(=O)c2cc(N(C)C)ccc2O[C@H]1CN(C)S(=O)(=O)c1ccccc1	3	·	49	-7	13	-17	2	1
O=C(CSc1nnc(Nc2ccccc2F)s1)NC(=O)CN1CCCC1=O	-22	-4	-2	6	1	-11	-3	-1
C[C@@H](C(=O)NCCc1ccc(F)cc1)N1C(=O)N2CCc3c([nH]c4ccccc34)[C@@]2(C)C1=O	·	9	11	-1	-10	-8	8	-1
O=C(O)CCCCCNC(=O)c1ccc(Br)cc1	6	-4	10	0	·	-2	·	-3
N/C(=N\OC(=O)CC(c1ccccc1)c1ccccc1)c1cccnc1	8	-6	·	-19	3	·	14	·
COc1ccc(C2N(S(=O)(=O)c3ccccc3)CCN2S(=O)(=O)c2ccc(C)cc2)cc1 (stereo not given)	·	·	1	-65	·	-1	0	4
Cc1cc(=O)oc2cc(OCC(=O)NCc3ccco3)ccc12	·	0	-2	4	·	6	·	-1
COc1cc(/C(C#N)=C/c2ccccc2)c([N+](=O)[O-])cc1OC	·	9	1	10	·	84*	·	0
CCOc1ccccc1C(=O)N1CCN(c2ccc(C(F)(F)F)cn2)CC1	16	-8	-1	-7	-41	-1	·	4
COc1ccc(NC(=O)N2CCCC2C(=O)NCc2ccc(C)cc2)cc1 (stereo not given)	11	-5	·	-21	12	·	6	·
Cc1ccc(NC2=C(N3CCCCC3)C(=O)c3ccccc3C2=O)cc1	·	20	·	1	-10	·	-15	·

Three structures out of the list, arranged by count of non-hydrogen atoms, highest first:
SMILES	PAX8 reporter	ARNT-TACC3 inh	Cneo AK release	PGC1a acetyl inh	GSIS activator	C2C12 statin	LGR2 inh	PglD DTNB
C[C@@H]1CN([C@H](C)CO)C(=O)Cc2cc(NC(=O)Nc3ccc(F)cc3)ccc2O[C@@H]1CN(C)Cc1ccc(C(=O)O)cc1	-9	-4	-2	5	1	26	-2	-1
C[C@H]1CN([C@@H](C)CO)C(=O)c2cc(N(C)C)ccc2O[C@H]1CN(C)S(=O)(=O)c1ccccc1	3	·	49	-7	13	-17	2	1
Cc1ccc(NC2=C(N3CCCCC3)C(=O)c3ccccc3C2=O)cc1	·	20	·	1	-10	·	-15	·

Among those listed so far, 5 have four or more nitrogen atoms:
SMILES	PAX8 reporter	ARNT-TACC3 inh	Cneo AK release	PGC1a acetyl inh	GSIS activator	C2C12 statin	LGR2 inh	PglD DTNB
COC(=O)C1=C(Cn2cnc3ccccc32)NC(=O)NC1c1cc(C)ccc1C (stereo not given)	·	1	0	12	·	·	·	-5
C[C@@H]1CN([C@H](C)CO)C(=O)c2cccc(NC(=O)c3cnccn3)c2O[C@@H]1CN(C)Cc1ccc(C(=O)O)cc1	·	-4	59	-3	-7	·	-14	-38
C[C@@H]1CN([C@H](C)CO)C(=O)Cc2cc(NC(=O)Nc3ccc(F)cc3)ccc2O[C@@H]1CN(C)Cc1ccc(C(=O)O)cc1	-9	-4	-2	5	1	26	-2	-1
O=C(CSc1nnc(Nc2ccccc2F)s1)NC(=O)CN1CCCC1=O	-22	-4	-2	6	1	-11	-3	-1
C[C@@H](C(=O)NCCc1ccc(F)cc1)N1C(=O)N2CCc3c([nH]c4ccccc34)[C@@]2(C)C1=O	·	9	11	-1	-10	-8	8	-1

(listing goes on)
SMILES	PAX8 reporter	ARNT-TACC3 inh	Cneo AK release	PGC1a acetyl inh	GSIS activator	C2C12 statin	LGR2 inh	PglD DTNB
Cc1ccc(/C=C/C(=O)c2ccc(N3CCOCC3)cc2)s1	-120	19	·	-11	9	·	-39	·
Cc1ccccc1NC(=O)c1cc(-c2ccco2)nc2ccccc12	11	·	-2	7	·	·	6	2
O=C1c2ccccc2N[C@@H]2C=CC[C@@H]2N1O	8	·	0	-4	2	-1	-13	5
C=CCn1ccc(=O)nc1SC	-2	-11	-1	-17	7	0	-2	-1
CC1(C(=O)NS(=O)(=O)c2ccc3c(c2)CCO3)CCN1C(=O)Cc1ccc(-c2ccccc2)cc1 (stereo not given)	3	·	0	-1	-1	11	0	0
CCOC(=O)c1[nH]c(C=O)c(C(=O)OCC)c1C	15	-2	·	11	9	·	13	·
CCOC(=O)c1csc(NC(=O)c2cc(=O)c3ccccc3o2)n1	-75	-1	·	·	-5	·	-21	·
CCOC(=O)Nc1ccc2nc(-c3cscn3)[nH]c2c1	-105	·	-19	0	·	-28	-28	2
C/C(Cc1ccccc1)=N\NC(=O)CNC(=O)Cc1ccccc1	4	7	·	·	0	·	9	·
Nc1n[nH]c(N)c1N=Nc1ccc(F)cc1	-23	-3	·	-5	7	·	11	·
O=c1c2ccccc2nc2n1C(CSCc1ccc(Cl)cc1Cl)CS2 (stereo not given)	·	-2	-1	5	·	6	·	·
CN1C(=O)c2cc(NC(=O)Nc3ccccc3F)ccc2OC[C@@H]2O[C@@H](CC(=O)NCc3ccc(-c4ccccc4)cc3)CC[C@@H]21	19	-11	-2	0	4	25	8	4
COc1ccc(C(C(=O)NC2CCCC2)N(C(=O)c2ccoc2C)c2ccc(C)c(C)c2)cc1 (stereo not given)	5	·	2	-33	-8	12	4	1
CCOC(=O)C1=C(O)/C(=C/c2ccc(OCC(=O)O)c(OC)c2)SC1=Nc1ccc(OC)cc1	13	9	1	·	5	·	14	-12
O=S(=O)(CCS(=O)(=O)c1ccccc1)c1ccccc1	38	-3	1	-24	5	2	4	-1
CC(C)c1nnc(NC(=O)C2CCN(C(=O)Nc3ccccc3)CC2)s1	14	-6	0	·	14	24	-7	-3
CC(=O)Nc1c(O)nc(SCc2ccccc2C#N)[nH]c1=O	5	-15	·	·	10	·	7	·
CCN1[C@H](C(=O)NCCOC)[C@@H](CO)[C@@H]2Cn3c(ccc(-c4ccc(C(=O)N(C)C)cc4)c3=O)[C@@H]21	·	-8	1	·	-2	6	-9	0
C[C@@H]1CN([C@H](C)CO)C(=O)c2cc(NC(=O)Nc3ccccc3)ccc2O[C@@H](C)CCCCO[C@@H]1CN(C)CC1CCCCC1	97*	6	9	-3	-27	·	10	1
Cc1ccccc1-c1ccc2c(c1)O[C@H](CN(C)C(=O)Nc1ccc(C(F)(F)F)cc1)[C@@H](C)CN([C@@H](C)CO)S2(=O)=O	32	-8	-3	6	-8	-211	1	4
Cn1c(=O)n(C)c2cc(S(=O)(=O)NCC(=O)O)ccc21	1	0	22	16	14	2	-5	5
C/C(=N/NS(=O)(=O)c1cc(C)ccc1C)c1ccncc1	4	-3	-1	·	4	-10	-10	3
O=S(=O)(c1cccs1)n1nnc2ccccc21	·	5	-1	·	-4	1	3	-3
O=C(OCc1nnc(-c2ccccc2)o1)c1ccc(S(=O)(=O)NCc2ccco2)cc1	·	-1	0	1	·	-5	·	1
NC(=O)COC(=O)c1c2c(nc3ccccc13)CCCCC2	22	-5	·	8	-5	·	-9	·
COc1ccccc1N1CCN(C2CCCN(C(=O)CCc3cnn(C)c3)C2)CC1 (stereo not given)	9	-3	1	·	17	3	3	2
Cc1ccc(S(=O)(=O)N2CCCC(C(=O)NC3CCCC3)C2)cc1 (stereo not given)	-18	-2	-10	-6	4	-7	3	-9
O=C1c2ccccc2CN1Cc1ccccc1	-4	1	1	4	15	8	7	-4
CC=Cc1ccc2n(c1=O)C[C@@H]1[C@@H](CO)[C@H](C(=O)N3CCCCC3)[C@H]2N1CC1CCCC1 (mixture of isomers)	·	16	6	·	-13	24	-2	2
C=CCn1c(P(=O)(O)c2ccccc2)nc2ccccc21	-15	-8	1	-4	·	-12	·	-1
